Assay outcomes from PubChem.
GLP1R cytotox – cytotoxicity counter-screen for GLP-1 receptor inverse agonists | 0.13% of 410,000 active | HEK293 cAMP-luciferase reporter cells, luminescence, 24 h | AID 624418 | Potency, µM (top dose mostly 38.3 µM), inactives show at the highest dose activity change, negative = inhibition, actives largely listed as inhibitors;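 note: loss of luciferase light is scored as toxicity; potency is the fitted concentration of half-maximal effect; % is set by controls: 0 for no effect and ±100 for the full control effect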
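To flag toxic compounds, the library was rerun on cells for 24 hr at 37 deg C and 5% CO2. Viability-linked luminescence was captured 12 min after adding luciferase detection reagent.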
KB-V1 cytotox – kills drug-selected multidrug resistant KB-V1 cells; 3.4% of 400,000 active; Potency, µM (doses to about 46.1 µM), for inactives: at the top dose activity change, negative = cytotoxicity, most hits filed as cytotoxic; KB-V1 MDR cells viability, CellTiter-Glo, 72 h; note: potency is the fitted concentration of half-maximal effect; % is set by controls: 0 for no effect and ±100 for the full control effect; nearly all actives have a fitted effect of over 60% in size
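qHTS viability screen in drug-selected KB-V1 MDR cells: 72 h compound treatment at 37 degrees C, ATP luminescence end point.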
D3 ag – activates the human D3 dopamine receptor; 0.58% of 410,000 active; AID 652048; D3R DiscoveRx beta-arrestin cells, luminescence, 90 min; max activation, %; in the data active = max activation above about 30%; note: 0% is about no effect; mostly tested at two doses, the higher about 12 µM
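Agonist mode: compounds and dopamine controls were applied to plated cells for 90 min at 37 degrees C after an overnight attachment at 1500 cells/well. Luminescent read-out followed 30 - 60 minutes at room temperature with DiscoveRx detection reagent.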
D3 antag – antagonists of human D3 dopamine receptor. D3R cells, DiscoveRx beta-arrestin luminescence, antagonist mode; hits give low values. max response, negative = inhibition, %. 2.5% of 360,000 active. AID 652054; in the data active = max response below about -50%; inconclusive = no clear call, values can overlap the other calls; note: % is set by controls: 0 for no effect and ±100 for the full control effect; mostly tested at two doses, the higher about 12 µM
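Cells plated overnight at 1500 cells/well, then exposed to library compounds with dopamine controls for 90 minutes at 37 degrees C. DiscoveRx reagent added for 30–60 minutes at room temperature; luminescence read, quantitative HTS format.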
GLP1R ag – activates the human GLP-1 receptor | 0.007% of 380,000 active | Potency, µM (series often up to 45.6 µM), for the others: at the top dose activation, hits mostly activators | HEK293 GLP-1R CRE-luciferase, luminescence, 4-6 h; cells express a hypersensitive GLP-1R form | P43220; note: potency is the fitted concentration of half-maximal effect; % of control where 0% means no effect
Target sequence (P43220 whole entry, looked up): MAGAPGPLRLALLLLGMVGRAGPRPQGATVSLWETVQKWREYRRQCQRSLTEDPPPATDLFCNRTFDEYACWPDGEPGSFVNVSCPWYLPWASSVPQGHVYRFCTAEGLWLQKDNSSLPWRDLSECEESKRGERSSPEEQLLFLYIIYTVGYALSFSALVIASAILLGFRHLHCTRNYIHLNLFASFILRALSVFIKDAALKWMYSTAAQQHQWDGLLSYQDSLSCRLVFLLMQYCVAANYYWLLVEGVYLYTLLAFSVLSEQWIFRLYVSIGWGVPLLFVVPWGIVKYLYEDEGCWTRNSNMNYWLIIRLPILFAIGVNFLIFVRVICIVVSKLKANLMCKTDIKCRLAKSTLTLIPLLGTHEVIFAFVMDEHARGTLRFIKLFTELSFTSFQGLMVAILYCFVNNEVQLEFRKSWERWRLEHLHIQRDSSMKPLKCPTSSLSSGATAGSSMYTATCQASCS
GLP1R inv ag – acts as inverse agonist at human GLP-1 receptor | HEK293 GLP-1R CRE-luciferase, luminescence, 24 h; GLP-1R form is constitutively active | Potency, µM (highest dose often 38.3 µM), inactives show top-dose activity change, negative = inhibition, usual class: inhibitors | 1.6% of 410,000 active | AID 624417; note: potency is the fitted concentration of half-maximal effect; % is set by controls: 0 for no effect and ±100 for the full control effect; nearly all actives have a fitted effect of over 55% in size
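Luminescence readout: a drop in cAMP-driven luciferase signal flags inverse agonism at a constitutively active GLP-1R stably expressed in HEK293. Compound exposure lasted 24 hr at 37 deg C, 5% CO2.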
PTHR1 agonist – agonists of human PTHR1 parathyroid hormone receptor; Potency, µM (doses to about 115 µM), without a hit: at the highest dose activation, usual class: activators; 0.075% of 410,000 active; Q03431; AID 743266; HEK293 GP2 PTHR1 cells, GloSensor cAMP luminescence, 1 h; note: potency is the fitted concentration of half-maximal effect; nearly all actives have a fitted effect of over 55% in size; some results filed as inactive show a strong effect at the top dose; inactives centre near -15; many of its hits are not listed in these tables
Target sequence (Q03431 whole entry, looked up): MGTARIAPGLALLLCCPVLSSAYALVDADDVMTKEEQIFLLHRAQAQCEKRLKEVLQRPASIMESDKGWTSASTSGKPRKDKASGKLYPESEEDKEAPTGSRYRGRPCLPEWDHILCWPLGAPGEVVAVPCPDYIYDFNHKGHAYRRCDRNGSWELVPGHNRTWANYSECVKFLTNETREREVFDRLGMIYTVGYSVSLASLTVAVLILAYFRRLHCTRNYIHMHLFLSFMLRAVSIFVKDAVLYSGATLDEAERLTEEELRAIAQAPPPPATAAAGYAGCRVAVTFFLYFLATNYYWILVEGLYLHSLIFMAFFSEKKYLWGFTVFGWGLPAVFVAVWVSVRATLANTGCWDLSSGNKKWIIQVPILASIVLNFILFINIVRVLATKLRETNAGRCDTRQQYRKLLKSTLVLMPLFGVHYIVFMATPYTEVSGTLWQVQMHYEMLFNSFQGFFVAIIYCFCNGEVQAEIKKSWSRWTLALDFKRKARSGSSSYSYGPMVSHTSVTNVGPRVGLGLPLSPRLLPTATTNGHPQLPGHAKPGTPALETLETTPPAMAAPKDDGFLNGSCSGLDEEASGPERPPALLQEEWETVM
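HEK-293-derived GP2 cells expressing PTHR1 and a GloSensor cAMP reporter, 3,000/well, plated overnight, given luciferin plus IBMX (each 0.5 mM as added) for 1 h at 37 °C, then compound for 1 h at 37 °C. Luminescence was read after 15 min at room temperature.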
TDP43 rescue – rescues yeast growth from TDP-43 toxicity | AID 652104 | Potency, µM (titrated, usually from 46.1 µM), for the others: top-dose growth rescue (activation), hits mostly activators | TDP-43 expressing yeast growth rescue, BacTiter-Glo, 24 h | 1.8% of 410,000 active; note: potency is the fitted concentration of half-maximal effect; % of control where 0% means no effect; nearly all actives have a fitted effect of over 50% in size
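Yeast expressing TDP-43 (pregrown in raffinose, seeded at OD600=0.02 in galactose medium) exposed to compounds 24 hr at 30 deg C. Growth read by BacTiter-Glo luminescence; rescue of toxicity appears as increased signal.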
aSyn yeast inh – alpha-synuclein toxicity inhibition in yeast; Yeast expressing alpha-synuclein, growth rescue, BacTiter-Glo, 24 h; Potency, µM (doses to about 46.1 µM), for the others: at the highest dose growth rescue (activation), usual class: activators; 0.14% of 370,000 active; AID 652106; note: potency is the fitted concentration of half-maximal effect; % of control where 0% means no effect; nearly all actives have a fitted effect of over 65% in size
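Readout is rescue of growth in alpha-synuclein-expressing yeast, so inhibitors of toxicity appear as activators. Growth after 24 hr at 30 deg C in galactose medium is quantified by luminescence.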
Starred values were filed as active, the others as inactive; i = inactive; ? = inconclusive; · = no result given; [ ] = dose if it differs, or a comment. Unless noted, calls come from the whole dose curve; as a rule, active = well fitted curve in the direction sought with a large enough effect; inconclusive = small, poorly fitted or top-dose-only effect, or another doubt; inactive = no such curve, though single readings can be large; an effect the other way counts as inactive or inconclusive. Some of the compounds tested. The share of hits here may be higher or lower than overall.

SMILES | GLP1R cytotox | KB-V1 cytotox | D3 ag | D3 antag | GLP1R ag | GLP1R inv ag | PTHR1 agonist | TDP43 rescue | aSyn yeast inh
CN1C(=S)SC(N(O)C(=O)NC2CCCCC2)C1(C)C (stereo unspecified) | -15% | ? | -1 | -9 | -1% | ? | i | 7% | -12%
CN1CCCN(S(=O)(=O)c2cccc(C#N)c2)CC1 | 0% | 29% | -2 | 22 | 5% | 4% | i | 17% | -3%
Cn1c(NCc2cccc(Br)c2)nc2ccccc21 | 2% | ? | -13 | -58* | 1% | ? | -32%[inhibitor][57.5 µM] | 6% | 9%
O=c1c2c(nc3n1CCCCC3)sc1c(O)cccc12 | 1% | -6% | -14 | -12 | 5% | 5% | -11% | 22% | -10%
Nc1c2c(nc3ccc(Br)cc13)N(c1ccccc1)CC2 | -15% | ? | -6 | -5 | 1% | -10% | -22% | -4% | 8%
Cc1ccc(Oc2ccc(NC(=O)C3=CC=CN4CCS(=O)(=O)N=C34)cc2)cc1 | -1% | 19% | -22 | 9 | -2% | 15% | -62%[inhibitor] | 8% | -8%
Cc1cc([N+](=O)[O-])nn1CC(=O)NNC(=S)Nc1ccc(Cl)cc1 | -19% | -13% | -1 | 57 | -5% | 0% | -6% | -21% | -7%
Cc1nccn1-c1c2c(c(C#N)c3nc4ccccc4n13)CCC2 | 30% | -2% | -4 | 9 | 5% | 0% | i | 4% | -1%
NS(=O)(=O)c1ccc(CCNC(=O)CCCOc2ccccc2)cc1 | -2% | 5% | -2 | -17 | 11% | 4% | -12% | -19% | 0%
COc1cc(/C=C(/NC(=O)c2ccccc2)C(=O)Nc2ccccc2)c([N+](=O)[O-])cc1OC | 0% | 16µM* | -4 | 1 | -2% | -7% | i | -8% | 3%
Cc1c(NC(=S)NC(=O)c2cccc3ccccc23)cccc1C(=O)O | 10% | · | 13 | 2 | -13% | 5% | -13% | 14% | 2%
COCCN(CCOC)C(=O)CSc1ccc(S(=O)(=O)N2CCN(C)CC2)cn1 | -3% | 21% | 2 | 21 | -5% | 0% | i | 12% | 7%
COc1cc(C(=S)N2CCCCC2)ccc1O | 20% | -12% | -8 | -10 | -2% | 3% | -7%[57.5 µM] | -10% | -7%
CCCOc1cccc(C2/C(=C(/O)c3ccc4c(c3)CC(C)O4)C(=O)C(=O)N2CCN2CCOCC2)c1 (stereo unspecified) | 11% | 10% | -7 | -16 | -2% | 1% | -3% | -7% | -1%
O=C1CC(c2ccccc2)CC(O)=C1C=NCC1CCCO1 (stereo unspecified) | -2% | 4% | 3 | 24 | -5% | 22% | i | -5% | 8%
Cc1ccc(OCC(=O)NC(C)c2ccccc2)c([N+](=O)[O-])n1 (stereo unspecified) | -4% | -8% | -2 | 1 | 26% | 37%[activator] | -9% | -4% | -2%
Cc1cc2nc3n(c2cc1C)CCCN3 | -4% | -13% | 1 | 25 | -2% | -16% | i | 6% | 3%
COc1ccc(-c2nnc(SCC(=O)NCc3ccco3)n2C)cc1 | -11% | 11% | 0 | -9 | -16% | -2% | i | -18% | 0%
Cc1nc2c3cc(Cl)ccc3n(CCN3CCOCC3)c2s1 | -26% | ? | 13 | 6 | 10% | ? | -6% | ? | -2%
Cc1ccc(S(=O)(=O)NC(=O)NCCCN2CCOCC2)cc1 | -3% | ? | -8 | -18 | 1% | 1% | i | -25% | 2%
CC(=O)NCC(c1cccs1)S(=O)(=O)c1ccc(F)cc1 (stereo unspecified) | -5% | 14% | -12 | 7 | -1% | 10% | i | -6% | 5%
Cc1c(NC(=O)CSc2nnc3c4ccccc4n(CCc4ccccc4)c3n2)c(=O)n(-c2ccccc2)n1C | -22% | ? | 0 | 40 | 18% | ? | i | -18% | -4%
N=c1c2c(n(Cc3ccc(Cl)cc3)c3c1CCC3)CCC2 | -9% | 10% | -9 | -13 | -3% | -8% | -34%[inhibitor] | -17% | 3%
CCCCN1CC(=O)N2[C@H]3c4ccccc4OC[C@@H]3[C@H](c3ccccc3)[C@]2(C)C1=O | 11% | -2% | -7 | -10 | 11% | -19% | i | 6% | 1%
O=C(c1cc(-c2ccco2)on1)N1CCc2ccccc2C1 | 4% | -11% | -15 | 4 | 27% | 47%[activator] | i | -6% | 26%

Additional entries follow.
SMILES | GLP1R cytotox | KB-V1 cytotox | D3 ag | D3 antag | GLP1R ag | GLP1R inv ag | PTHR1 agonist | TDP43 rescue | aSyn yeast inh
O=C(c1ccc(Cl)c(F)c1F)N1CCOCC1 | -17% | 1% | -15 | 26 | 0% | -37% | i | -6% | ?
CC(C)(C)c1ccc(C(=O)NCC(=O)NCc2ccccn2)cc1 | -17% | 0% | 2 | -10 | -1% | -10% | i | 11% | 2%
O=C(CCCN=C1NS(=O)(=O)c2ccccc21)OCC(=O)N1CCc2ccccc21 | -10% | -12% | -2 | -25 | -5% | 17% | i | 0% | -16%
CC(=O)c1cccc(NC(=O)Cn2cc(C(=O)c3cccc(Cl)c3)c(=O)c3ccc(C)nc32)c1 | 3% | 3% | 1 | · | 2% | -1% | -3% | 19% | ·
COc1ccc(-c2cc(C(=O)NCc3ccc(C)cc3)c3cc(C(C)C)ccc3n2)cc1 | 1% | ? | 4 | · | · | -11% | -21% | 32% | ·
CN(C)c1nc(N)nc(Cn2ccnc2)n1 | -17% | 9% | -3 | 10 | 7% | -2% | i | 17% | 2%
COc1ccc(C(C)NC(=S)NCc2ccc(F)cc2)cc1OC (stereo unspecified) | 5% | ? | -1 | 5 | 10% | 6% | -11% | 2% | -7%
COc1cc(OC)cc(C(=O)NNC(=O)c2cc3ccccc3cc2O)c1 | -38% | ? | 0 | 5 | -6% | -23% | i | 6% | 0%
Cc1cccc(NC(=O)Cn2nnc(-c3cccs3)n2)c1C | 8% | ? | 2 | 4 | -14% | -3% | i | 4% | 3%
Cc1cc(OCC(=O)NC(C)C)cc(C)c1Br | 5%[1.53 µM] | -23% | -9 | 15 | 22% | ? | i | ? | -5%
COC(=O)c1cc(=O)n(Cc2cccs2)c(=Nc2ccc(F)cc2)s1 | ? | -4% | -7 | ? | -5% | 3.5µM* | -4% | 0% | 9%
Fc1cccc(Nc2cc(-n3cccn3)ncn2)c1 | 2% | -21% | 4 | 22 | 3% | 0% | i | ? | -6%
CCOc1ccc(NC(=O)CN(C)C(=O)CCNC(=O)c2ccccc2Cl)cc1OCC | 5% | 8% | 1 | 27 | -10% | 13% | -25% | 9% | 4%
COc1ccc(NC(=O)C2=Cc3ccccc3OC2)cc1 | 2% | ? | -4 | 6 | -3% | ? | -53%[inhibitor] | -1% | 0%
COC(=O)CNC(=O)CSc1nc2sc(-c3ccccc3)cc2c(=O)n1-c1ccccc1 | 2% | 3% | 2 | -15 | 11% | -18% | -15% | 5% | -1%
CCN(CC)CCNC(=O)Cn1nc(-c2ccccc2)c2ccccc2c1=O | -2% | 3% | 0 | -23 | 0% | ? | -20%[57.5 µM] | -8% | 1%
Cc1ccc(S(=O)(=O)N2CCOC2CNC(=O)C(=O)NCCc2c[nH]c3ccccc23)cc1 (stereo unspecified) | 4% | -11% | 4 | 21 | 6% | ? | -42%[inhibitor] | 13% | 7%
Cc1cc(SCc2ccc(Cl)cc2)nc(=O)[nH]1 | -13% | 33% | 10 | 0 | -2% | 10% | i | 6% | 0%
COCCN(C(=O)c1csnn1)C(C(=O)NC1CCCC1)c1ccccc1F (stereo unspecified) | 2% | 3% | 2 | 10 | 24% | 7% | -14% | -2% | 8%
COc1cc2oc(=O)cc(-c3ccc(-c4ccc(CO)cc4)cc3)c2c(OC)c1OC | -12% | -5% | -3 | 21 | -2% | -29% | -32%[inhibitor] | 8% | 0%
Oc1ccccc1N1CCN(C(=S)NCc2ccccc2)CC1 | -2% | -26% | -6 | -4 | 5% | 11µM* | -55%[inhibitor] | 8% | 17%
Cc1ccc(NC(=O)CN2CCC(NC(=O)c3cccc(F)c3)CC2)cc1C | -9% | -25% | -2 | 0 | -2% | ? | -11% | -10% | 3%
CCCCCCC(=O)Oc1ccc(N2C(=O)CCC2=O)cc1 | 2% | 3% | 3 | 9 | 0% | -6% | i | 15% | 10%
COC(=O)C1=C(C)N(Cc2ccccc2)C(=NCCCCO)N[C@H]1c1cccc(C(F)(F)F)c1 | -4% | 0% | 1 | 2 | -3% | 2% | i | 11% | -5%
O=C(CSc1oc(-c2ccccc2)nc1S(=O)(=O)c1ccc(Br)cc1)c1ccccc1 | 15% | -15% | -4 | · | · | ? | -23% | 22% | ·
COc1cccc(C=Nc2ccc(C)c(F)c2)c1O | 7% | 14% | -2 | -21 | 16% | 16% | -4% | -17% | 14%
Cc1cc(N2CCCC2)nc2ccc(NC(=S)NCCCN3CCC(C)CC3)cc12 | ? | ? | -23 | -66* | -2% | 5µM* | i | -13% | 3%
Cc1ccc(S(=O)(=O)N2C[C@H]3[C@H]4C(=O)N(C5CCCCC5)C(=O)[C@H]4CC(=O)[C@H]3[C@@H]2c2cccc3ccccc23)cc1 | 5% | 0% | 7 | 49 | 11% | 6% | -20% | 12% | -12%

Quoted from the listing for reference:
SMILES | GLP1R cytotox | KB-V1 cytotox | D3 ag | D3 antag | GLP1R ag | GLP1R inv ag | PTHR1 agonist | TDP43 rescue | aSyn yeast inh
O=C(c1ccc(Cl)c(F)c1F)N1CCOCC1 | -17% | 1% | -15 | 26 | 0% | -37% | i | -6% | ?
CC(C)(C)c1ccc(C(=O)NCC(=O)NCc2ccccn2)cc1 | -17% | 0% | 2 | -10 | -1% | -10% | i | 11% | 2%
O=C(CCCN=C1NS(=O)(=O)c2ccccc21)OCC(=O)N1CCc2ccccc21 | -10% | -12% | -2 | -25 | -5% | 17% | i | 0% | -16%
CC(=O)c1cccc(NC(=O)Cn2cc(C(=O)c3cccc(Cl)c3)c(=O)c3ccc(C)nc32)c1 | 3% | 3% | 1 | · | 2% | -1% | -3% | 19% | ·
COc1ccc(-c2cc(C(=O)NCc3ccc(C)cc3)c3cc(C(C)C)ccc3n2)cc1 | 1% | ? | 4 | · | · | -11% | -21% | 32% | ·
